# Screening results from PubChem BioAssay.
# ZTA DNA inh = blocks Epstein-Barr virus ZTA, an EBNA-1 counter-screen; hit rate 0.15% among 320,000; inhibition, % at 11 µM; ZTA-DNA binding, fluorescence polarization; P03206; AID 2234; in the data active = inhibition above about 33%
# LAP4-GFP MLPCN = yeast TOR pathway LAP4-GFP modulation; S. cerevisiae LAP4-GFP multiplex, flow cytometry GFP, 3 h; median GFP as percent of DMSO wells; GFP response vs DMSO, % at 10 µM; hit rate 0.34% among 320,000;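 active = GFP response vs DMSO above a set limit, about the screen mean plus 3 SD, cut at about 150% in these data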
# AHR activator = human AHR activation | AHR-responsive luciferase reporter cells, luminescence | activation, % at 5 µM | hit rate 2.5% among 320,000 | AID 2796; in the data active = activation above about 47%;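 note: 0% = vehicle wells and 100% = reference agonist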
# Target sequence (P35869 whole entry, looked up): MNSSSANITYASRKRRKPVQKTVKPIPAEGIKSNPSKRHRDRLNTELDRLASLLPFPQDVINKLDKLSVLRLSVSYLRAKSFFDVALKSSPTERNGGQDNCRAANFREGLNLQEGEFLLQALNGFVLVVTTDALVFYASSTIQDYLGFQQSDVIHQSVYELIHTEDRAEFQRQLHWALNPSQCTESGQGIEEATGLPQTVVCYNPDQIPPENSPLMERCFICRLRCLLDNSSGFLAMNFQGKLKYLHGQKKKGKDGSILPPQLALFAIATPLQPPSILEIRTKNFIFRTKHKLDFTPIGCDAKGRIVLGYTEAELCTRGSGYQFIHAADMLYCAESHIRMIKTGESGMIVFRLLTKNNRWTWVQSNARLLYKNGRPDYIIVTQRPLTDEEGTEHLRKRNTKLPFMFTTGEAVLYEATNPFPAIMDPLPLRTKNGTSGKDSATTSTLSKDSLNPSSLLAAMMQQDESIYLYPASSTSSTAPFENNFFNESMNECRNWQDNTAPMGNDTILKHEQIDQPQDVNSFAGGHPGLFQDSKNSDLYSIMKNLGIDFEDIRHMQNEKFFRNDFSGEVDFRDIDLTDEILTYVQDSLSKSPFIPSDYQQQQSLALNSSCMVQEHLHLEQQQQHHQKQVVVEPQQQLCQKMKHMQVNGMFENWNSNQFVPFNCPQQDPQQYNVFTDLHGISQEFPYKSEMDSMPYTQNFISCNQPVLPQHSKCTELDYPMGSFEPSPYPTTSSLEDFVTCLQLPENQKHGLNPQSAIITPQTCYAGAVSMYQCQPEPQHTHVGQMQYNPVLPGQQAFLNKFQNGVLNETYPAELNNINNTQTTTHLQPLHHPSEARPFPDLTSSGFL
# MEP2-GFP yeast = modulators of TOR pathway MEP2-GFP in S. cerevisiae; GFP response vs DMSO, % at 10 µM; S. cerevisiae MEP2-GFP strain, flow cytometry GFP, 3 h; 100% = DMSO control level; hit rate 0.51% among 330,000;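 active = GFP response versus DMSO above a set limit, roughly screen mean plus 3 SD, cut at about 180% in these data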;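 note: median GFP fluorescence of the barcode-gated MEP2-GFP cells per well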
# RPL19A-GFP yeast = yeast TOR pathway RPL19A-GFP modulation; hit rate 0.3% among 330,000; S. cerevisiae RPL19A-GFP strain, flow cytometry, 3 h; stronger effect = lower value; AID 2025; percent response vs DMSO, % at 10 µM;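 active = percent response vs DMSO below 50%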;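 note: median channel GFP fluorescence of the barcoded RPL19A-GFP strain; ratio of sample median GFP to plate DMSO average so 100% = DMSO; lower means less RPL19A-GFP as with rapamycin TOR inhibition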
# procasp3 activ = procaspase-3 (human) activation; P42574; recombinant procaspase-3 D3A, Ac-DEVD-pNA absorbance 405 nm; activation, % at 8.5 µM; hit rate 0.11% among 330,000; AID 463141;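 active = activation above the mean of all tested compounds plus 3 SD, cut at about 21% in these data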;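 note: 0% = DMSO alone and 100% = DMSO wells spiked with extra 5 µM PC-3 D3A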
#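 Assay system: Autoprocessing-dead procaspase-3 D3A mutant enzyme; also added: Ac-DEVD-pNA; doses: one concentration, 8.5 µM nominal, 0.8% DMSO; times: 1 h compound preincubation, 2 h substrate hydrolysis at 25 °C; technique: 405 nm absorbance of p-nitroaniline, reads at 0 and 120 min; measure: % activation between DMSO and enzyme-spiked controls; repeats: single replicate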
# EBNA-1 inh = blocks EBNA-1 binding to DNA; EBNA-1 DNA binding, fluorescence polarization; hit rate 0.34% among 300,000; inhibition, % at 14.8 µM; AID 1950; in the data active = inhibition above about 28%
# procasp7 counter = counter-screen: procaspase-7 (human) activation | activation, % at 8.5 µM | P55210 | recombinant procaspase-7, Ac-DEVD-pNA absorbance 405 nm; D23A/D198A/D206A triple mutant, cannot self-cleave; scale: DMSO 0, 5 µM enzyme 100 | hit rate 0.093% among 330,000 | AID 463210;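 active = percent activation above the screen-wide mean plus 3 SD, cut at about 25% in these data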
#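 buffer or medium = Zinc-free HEPES/NaCl buffer, pH 7.4 | material = Procaspase-7 triple mutant (PC-7 D3A) | input = 2 µM procaspase-7 mutant as dispensed | signal = Epi-absorbance of released pNA at 405 nm, two timepoints | timing = 1 h preincubation, 2 h reaction | replicates = singlicate compound testing | evaluation = % activation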
# Numbers without * were called inactive; / = no result given; [ ] = remark or other dose.
SMILES,ZTA DNA inh,LAP4-GFP MLPCN,AHR activator,MEP2-GFP yeast,RPL19A-GFP yeast,procasp3 activ,EBNA-1 inh,procasp7 counter
Cc1cccc(NC(=O)CN2CCc3cc4c(cc3C2C)OCCCO4)c1 (stereo not given),5,112,2,89,95,0,-10,1
COc1ccc(CNC(=O)C2CCCN(Cc3nc(-c4cccc(C)c4)oc3C)C2)cc1 (stereo not given),-2,102,4,99,105,-1,-8,-13
O=C(Cn1cc([N+](=O)[O-])cn1)NCc1ccco1,10,102,-1,111,105,1,-1,4
COc1ccc(Nc2nnc(SCC(=O)c3cc4ccccc4o3)s2)cc1,-7,103,26,92,95,-8,44*,-5
COC(=O)c1ccc(-n2cnc3ccccc32)nc1,-4,104,-3,104,101,-5,-2,12
CCN(CC(=O)NC1CCS(=O)(=O)C1)S(=O)(=O)c1ccc(F)cc1 (stereo not given),17,109,1,105,100,7,4,0
Cc1cc(NC(=O)CSc2nnc(CNC(=O)c3cccc(C(F)(F)F)c3)o2)no1,3,88,9,89,102,-7,-7,-3
CCC(=O)OCCn1c(Br)nc2c1c(=O)[nH]c(=O)n2C,-2,98,1,97,96,-5,-1,-2
COc1ccc(/C=N/NC(=O)c2ccn[nH]2)cc1Cn1cc([N+](=O)[O-])cn1,-9,107,23,96,97,11,-9,-1
CC(C)=C1Cc2ccccc2C1=O,-6,94,5,100,91,-3,-6,10
Cc1sc2ncnc(N[C@@H](Cc3ccccc3)C(=O)O)c2c1C,3,91,4,107,105,8,-8,-5
Cc1cccc(NC(=S)NCc2cccs2)c1,-4,98,4,102,93,-3,3,0
O=C(C1=C[C@H](c2ccc3c(c2)OCO3)C[C@H](OCc2ccc(CO)cc2)O1)N1CCN(Cc2ccc3c(c2)OCO3)CC1,-30,107,1,99,107,-8,-5,-4
COc1cc(CC(=O)N2CCc3ccccc32)cc(OC)c1OC,-23,97,20,99,100,-4,-10,17
O=C(NCCCn1ccnc1)/C(=C\c1cccnc1)NC(=O)c1ccccc1F,5,88,2,83,93,11,3,-5
Cc1nnsc1C(=O)Nc1ccc(Cl)cc1,-5,101,106*,103,100,-4,-2,-1
COc1ccc(C(=O)Nn2c(C)ccc2C)cc1OC,10,98,0,102,101,5,-2,11
COC(=O)[C@@]12CCCCN1[C@H](c1ccc(-c3ccc(OC)cc3)cc1)[C@H]1C(=O)N(C)C(=O)[C@H]12,18,112,2,97,111,4,-4,-3
COc1ccc(C2(CNC(=O)c3ccccc3)CCCC2)cc1OC,9,86[may fluoresce violet],-1,614*[may fluoresce violet],37*[may fluoresce violet],5,2,11
COc1cccc(-c2nnc(SCN3C(=O)c4ccccc4C3=O)n2C)c1,11,92,0,98,99,4,8,-2
CC(C)C[C@@H](CO)N1CCN(Cc2ccc(O)cc2)CCC1=O,7,94,0,105,99,6,0,-5
O=C(NCC1OCCc2ccccc21)c1ccc(NC(=O)c2ccc(Cl)cc2)cc1 (stereo not given),1,98,-4,99,115,1,32*,3
CCC(C)c1ccccc1NC(=O)COC(=O)C1=NN(c2ccccc2)C(=O)CC1 (stereo not given),/,92,2,105,101,-2,/,2
Cc1cc(C)nc(N/N=C/c2ccncc2)n1,-10,97,38,113,112,-9,0,-25
COc1ccc2c3c([nH]c2c1)C(C)N(C(C)=O)CC3 (stereo not given),-9,104,6,120,101,-6,-4,3

# In another format: entries from further up.
SMILES	ZTA DNA inh	LAP4-GFP MLPCN	AHR activator	MEP2-GFP yeast	RPL19A-GFP yeast	procasp3 activ	EBNA-1 inh	procasp7 counter
CCC(=O)OCCn1c(Br)nc2c1c(=O)[nH]c(=O)n2C	-2	98	1	97	96	-5	-1	-2
COc1ccc(/C=N/NC(=O)c2ccn[nH]2)cc1Cn1cc([N+](=O)[O-])cn1	-9	107	23	96	97	11	-9	-1
CC(C)=C1Cc2ccccc2C1=O	-6	94	5	100	91	-3	-6	10
Cc1sc2ncnc(N[C@@H](Cc3ccccc3)C(=O)O)c2c1C	3	91	4	107	105	8	-8	-5

# Records above printed as active in RPL19A-GFP yeast.
compound	LAP4-GFP MLPCN	AHR activator	MEP2-GFP yeast	RPL19A-GFP yeast	procasp3 activ	EBNA-1 inh
COc1ccc(C2(CNC(=O)c3ccccc3)CCCC2)cc1OC	86[may fluoresce violet]	-1	614*[may fluoresce violet]	37*[may fluoresce violet]	5	2

# (listing goes on)
SMILES,ZTA DNA inh,LAP4-GFP MLPCN,AHR activator,MEP2-GFP yeast,RPL19A-GFP yeast,procasp3 activ,EBNA-1 inh,procasp7 counter
O=C(O)c1ccc(C(=O)c2ccc3c(c2)C(=O)N(CC2CCCO2)C3=O)cc1 (stereo not given),-7,95,-1,108,102,1,-12,-13
CC(C(=O)Nc1ccc2c(c1)OCO2)N(C)CC(=O)Nc1ccccc1Cl (stereo not given),/,98,3,97,96,-3,/,14
CCC(C)NC(=O)Cn1c(=O)n(CCCCC(=O)NCc2ccco2)c(=O)c2ccccc21 (stereo not given),-9,98,2,103,97,10,-6,3
CCOC(=O)N1CCN(C(=O)C2CCC(=O)N2C(C)C)CC1 (stereo not given),-13,111,-4,107,107,-3,-1,4
CC1=NN(c2ccccc2)C(=O)C1C=Nc1ccccc1O (stereo not given),-7,89,33,105,100,-5,-10,-19
CC1CC(=O)Nc2ccccc2N1S(=O)(=O)c1ccc(F)cc1F (stereo not given),6,102,1,101,106,-6,-1,5
O=C(O)CNS(=O)(=O)c1c(Cl)cccc1Cl,18,122,0,99,98,6,5,5
CN(C(=O)c1cc2ccccc2oc1=O)C1(C)CCS(=O)(=O)C1 (stereo not given),-9,92,1,96,99,5,1,6
COc1cccc(N2CCN(c3nc(C)cc(C)c3C#N)CC2)c1,7,98,-4,106,105,8,6,-7
CC(NC(=O)CN(c1cccc(C(F)(F)F)c1)S(C)(=O)=O)c1ccccc1 (stereo not given),3,103,-2,109,106,2,5,-6
O=C1Cc2cc([N+](=O)[O-])ccc2N1c1c(Cl)cccc1Cl,-4,99,-1,96,100,-1,-6,8
COc1ccccc1NC(=S)NCC1CCC(CNC(=S)Nc2ccccc2OC)CC1 (stereo not given),4,109,0,103,103,7,24,-1
COc1ccc(N2CC(C(=O)Nc3c(C(N)=O)oc4ccccc34)CC2=O)cc1 (stereo not given),-1,112,1,106,100,0,0,10
COC(=O)c1ccc(CNC(=O)CCc2c[nH]c3ccccc23)cc1,8,101,-2,109,115,2,8,-6
Cn1c(N)c(C(=O)COC(=O)CCCOc2ccc(Cl)cc2Cl)c(=O)n(C)c1=O,-14,109,3,102,93,0,2,0
O=C(CCCCCn1c(=S)[nH]c2ccc(N3CCOCC3)cc2c1=O)NCc1ccc(Cl)cc1,0,91,-1,102,106,-4,1,1
Cc1cccc(NC(=O)CN2C(=S)NC(C)(C)CC2C)c1 (stereo not given),2,102,5,106,98,-13,1,-15
CCN(CC)S(=O)(=O)c1ccc(Cl)c(C(=O)NCc2ccccc2Cl)c1,3,103,0,100,98,4,6,6
CCCCCCCCOC(=O)c1ccc(N)cc1,-6,103,-5,113,99,-8,-3,-4
Nc1nc(OCC2CCCCC2)c2[nH]cnc2n1,-6,93,56*,83,92,-2,-9,-13
COc1ccc(OCCn2cncn2)cc1,-16,99,3,98,97,4,-6,12
O=[N+]([O-])c1cc(-c2ccc(/C=N/c3nc4ccccn4c3-c3ccco3)o2)ccc1Cl,11,94,10,100,98,2,11,4
O=C(NCCN1CCOCC1)c1ccc(S(=O)(=O)Nc2ccccc2)cc1,/,93,1,95,94,-6,/,-3
CCOc1ccccc1NC(=O)CN1CCC(C(=O)c2ccc(OC)cc2)CC1,1,90,1,101,103,0,0,10
O=C(NC(=S)NNC(=O)c1ccccc1O)c1ccccc1,7,95,7,88,102,-12,8,-7

# Continuation.
SMILES,ZTA DNA inh,LAP4-GFP MLPCN,AHR activator,MEP2-GFP yeast,RPL19A-GFP yeast,procasp3 activ,EBNA-1 inh,procasp7 counter
CN(C)CCCNC(=O)c1ccc(CN(c2ccccc2)S(C)(=O)=O)cc1,14,117,-2,103,100,3,3,6
O=C1c2cccc3c([N+](=O)[O-])ccc(c23)C(=O)N1CCc1ccccn1,0,152*,12,167,96,-1,-8,8
COC(=O)CC1C(=O)NCCN1C(=S)NC(=O)CCc1ccccc1 (stereo not given),-23,105,-1,97,94,3,6,6
CCOC(=O)c1sc(NC(=O)CSc2nnnn2-c2ccc(C)cc2)c(C(=O)OCC)c1C,-8,92,0,104,102,-1,4,3
Cn1c(=O)c2cc3ccccc3nc2n(C)c1=O,5,111,4,114,101,-1,-11,-10
COc1ccc(S(=O)(=O)NCc2ccccn2)cc1NC(=O)c1ccccc1,-15,96,1,107,102,2,-13,-12
NC(=O)c1ccsc1NC(=O)COC(=O)c1ccc(Cl)cc1,5,102,2,102,99,7,/,-1
O=c1c(-c2ccccc2)c(O)c2ccccc2n1-c1ccccc1,0,133,1,98,101,-2,-1,-2
C[n+]1cnn2c1SCC1(COC1)C2,-14,100,1,107,110,1,-11,-11
CCOc1cc(/C=N/NC(=O)CSc2nncn2C)ccc1OCc1ccccc1,-4,85,2,95,100,3,-8,4
Cn1c(CNC(=O)c2ccccc2F)cc2ccccc21,-6,90,50*,100,99,5,-5,-12
Nc1nnc(-c2ccc(F)cc2)s1,-4,102,3,96,101,2,-4,3
Cc1cc(C(F)(F)F)c(C#N)c(SCC(=O)Nc2nc3ccccc3s2)n1,6,95,57*,105,107,-3,-13,-8
CC(C)(C)c1nc2ccccc2[nH]1,16,85,6,94,96,2,8,5
CCCCN(C)CCCNC(=O)CN1C(=O)CSc2ccc(S(=O)(=O)N3CCOCC3)cc21,-5,90,-1,97,106,4,-5,9

# Taken from the results shown (4 entries):
SMILES,ZTA DNA inh,LAP4-GFP MLPCN,AHR activator,MEP2-GFP yeast,RPL19A-GFP yeast,procasp3 activ,EBNA-1 inh,procasp7 counter
Nc1nnc(-c2ccc(F)cc2)s1,-4,102,3,96,101,2,-4,3
Cc1cc(C(F)(F)F)c(C#N)c(SCC(=O)Nc2nc3ccccc3s2)n1,6,95,57*,105,107,-3,-13,-8
CC(C)(C)c1nc2ccccc2[nH]1,16,85,6,94,96,2,8,5
CCCCN(C)CCCNC(=O)CN1C(=O)CSc2ccc(S(=O)(=O)N3CCOCC3)cc21,-5,90,-1,97,106,4,-5,9
